Bioassay records from PubChem BioAssay.
E-selectin induc – induces E-selectin expression in human endothelial cells | activation, % at 7.58 µM | HUVEC E-selectin immunofluorescence imaging; normalized: neutral wells 0, TNF-alpha wells 100 | 260,000 tested, 0.37% active;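 active = mean E-selectin-positive cell signal at least 10% of the positive control, reached in at least 60% of replicates, without over 20% cell loss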;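 note: in these data hits start at about 27%; measured in HUVEC primary endothelial cells; signal is the percent of cells scored E-selectin positive by PE staining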
Target sequence (P16581 whole entry, looked up): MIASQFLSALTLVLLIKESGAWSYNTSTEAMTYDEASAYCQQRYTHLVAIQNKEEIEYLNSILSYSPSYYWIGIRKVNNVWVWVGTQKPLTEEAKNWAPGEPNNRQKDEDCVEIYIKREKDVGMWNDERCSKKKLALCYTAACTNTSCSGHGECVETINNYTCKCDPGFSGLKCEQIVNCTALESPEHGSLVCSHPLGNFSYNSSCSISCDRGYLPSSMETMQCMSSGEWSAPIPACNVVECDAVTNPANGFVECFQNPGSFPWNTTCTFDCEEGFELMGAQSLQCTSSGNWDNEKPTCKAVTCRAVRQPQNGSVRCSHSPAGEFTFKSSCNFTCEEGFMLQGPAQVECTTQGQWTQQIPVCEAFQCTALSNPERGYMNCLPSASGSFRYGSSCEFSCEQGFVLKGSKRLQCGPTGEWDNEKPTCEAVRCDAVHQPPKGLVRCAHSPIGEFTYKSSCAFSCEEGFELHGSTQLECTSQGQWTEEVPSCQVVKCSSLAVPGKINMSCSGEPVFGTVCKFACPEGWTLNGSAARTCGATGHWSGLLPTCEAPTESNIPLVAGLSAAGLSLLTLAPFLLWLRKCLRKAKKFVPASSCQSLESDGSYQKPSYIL
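Read-out: % PE-positive cells | Test system: HUVEC | Doses: One compound dose added by pin transfer | Buffer or medium: EGM-2 over gelatin coat | Signal: Immunofluorescence imaging | Benchmarks: TNF-alpha, DMSO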
RAD52 anneal inh – RAD52 (human) annealing inhibition; P43351; AID 651710; 360,000 tested, 0.46% active; inhibition, % at 18.7 µM; recombinant RAD52 DNA annealing, FRET fluorescence;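 active = every replicate showing at least 50% inhibition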
Target sequence (P43351 whole entry, looked up): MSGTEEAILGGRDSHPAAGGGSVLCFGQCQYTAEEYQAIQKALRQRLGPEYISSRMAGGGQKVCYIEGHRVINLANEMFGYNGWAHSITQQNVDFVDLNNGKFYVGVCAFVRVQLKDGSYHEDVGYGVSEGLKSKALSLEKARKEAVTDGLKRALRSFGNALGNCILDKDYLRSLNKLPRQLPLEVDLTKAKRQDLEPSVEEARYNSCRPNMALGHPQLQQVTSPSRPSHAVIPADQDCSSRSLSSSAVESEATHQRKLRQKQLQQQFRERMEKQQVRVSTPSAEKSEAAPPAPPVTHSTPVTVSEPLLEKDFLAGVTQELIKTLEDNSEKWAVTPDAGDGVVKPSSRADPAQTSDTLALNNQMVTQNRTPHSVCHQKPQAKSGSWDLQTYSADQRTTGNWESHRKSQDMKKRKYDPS
PGC1a acetyl inh – lowers PGC1a acetylation signal in U2OS cells; AlphaScreen anti-acetyl-lysine; with virally co-expressed GCN5 acetyltransferase; inhibition, % at 15.6 µM; 350,000 tested, 0.17% active; AID 651687;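 active = every replicate shows inhibition of at least 40%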;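 note: 0% = neutral control wells and 100% = positive control wells; some results beyond the cut were filed as inactive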
Cneo AK release – causes C. neoformans cell lysis; lysis activity, % at 15 µM; AID 651654; adenylate kinase release luminescence, 4 h; normalised: neutral wells 0, clomiphene wells 100; 360,000 tested, 0.2% active;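 active = mean lysis activity across replicates of at least 80%, whatever share of replicates individually reach that level; inactive = mean lysis activity below 80%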
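Material – log-phase Cryptococcus neoformans yeast cells · Input – 5 × 10^6 yeast cells/mL · Medium – fresh YPD growth medium · Doses – single compound concentration per well · Timing – static 4 h at 37 °C with compound, 1 h detection · Detection – adenylate kinase release luminescence · Read-out – signal increase indicating cell lysis · Control set – Clomiphene as positive lysis control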
ERAP1 inh – inhibitors of human ERAP1 aminopeptidase; AID 652197; inhibition, % at 10.7 µM; Q9NZ08; recombinant ERAP1, Leu-AMC fluorescence, 60 min; 340,000 tested, 0.15% active;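 active = mean replicate inhibition of at least 30%, or all replicates individually reaching that 30% level; inactive = mean below 30% and not every replicate reaching it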;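 note: 0% = neutral control wells and 100% = L-leucinethiol positive control wells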
RAD54 inh – blocks human RAD54 Holliday junction branch migration; AID 602329; inhibition, % at 10.4 µM; 360,000 tested, 0.14% active; Q92698; FAM/BHQ fluorescence;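 active = mean normalized replicate activity at least 40 and at least half of replicates scoring 40 or more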;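 note: 0% = median of neutral control wells and 100% = median of positive control wells; inhibitors cause a drop in the FAM fluorescence signal; in these data hits start at about 50%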
PglD DTNB – blocks C. jejuni PglD acetyltransferase activity; purified PglD enzyme, DTNB colorimetric CoA detection; inhibition, % at 12.5 µM; 360,000 tested, 0.098% active; AID 602405; in the data active = inhibition above about 16%, passing the limit was not always enough; note: strong numbers were not always called active
miR-122 sensor – miR-122 inhibition in Huh7 cells | Huh7 miR-122 Renilla luciferase sensor, 48 h; neutral wells = 0, positive control = 100 | AID 602342 | 340,000 tested, 0.3% active | activation (reporter increase), % at 12.5 µM;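 active = mean replicate activation score at least 90 and every replicate individually at or above 90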;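 note: higher luciferase means less miR-122 activity so hits act as miR-122 inhibitors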
Active calls of the source: *; / = no result given; & = joins results of further samples; [ ] = dose if it differs, or a comment.

SMILES	E-selectin induc	RAD52 anneal inh	PGC1a acetyl inh	Cneo AK release	ERAP1 inh	RAD54 inh	PglD DTNB	miR-122 sensor
CC(C)C#Cc1ccc2c(c1)O[C@H](CN(C)C(=O)C1CC1)[C@@H](C)CN([C@@H](C)CO)S2(=O)=O	0.3	-5	-3	-4	1	-2	2	8[16.7 µM]
COc1ccc(/C=N/NC(=O)C2c3ccccc3Oc3ccccc32)c(OC)c1	/	/	-21	-1	/	6	3	-1
CCNC(=O)C[C@H]1CC[C@@H]2[C@@H](COc3ccc(NC(=O)c4ccc(C(F)(F)F)cc4)cc3C(=O)N2C)O1	0.3	-5	-1	-6	-1	-4	-7	1[16.7 µM]
COc1ccc(N2C(=O)C3CCCN3C2c2ccc(C)cc2)cc1Cl (stereo not drawn)	/	/	7	-5	/	-5	8	9
CCc1nc2c(OCc3cccc(OC)c3)cccn2c1N(C)C(=O)c1ccccc1F	-0.1	-37	/	-2	-2	0	1	-5
CC1CCN(CCc2nc3cc(NC(=O)COc4ccccc4)ccc3n2C)CC1	/	-11	7	-14	0	-2	1	-7
Cc1c(C)c2ccc(OCC(=O)N3CCN(C(=O)C4COc5ccccc5O4)CC3)cc2oc1=O (stereo not drawn)	/	-15	-2	-1	-1	4	-6	-8
O=C(N1CCOCC1)N1CCN(c2nc(-c3ccccc3)cs2)CC1	/	/	-19	-2	/	-8	-5	1
Cc1cccc(C)c1NC(=S)N1CCC(c2ccccc2)C1 (stereo not drawn)	0.2	-6	15	/	1	/	/	/
C[C@H]1CN([C@@H](C)CO)S(=O)(=O)c2ccc(Br)cc2O[C@@H]1CN(C)C(=O)Cc1cccnc1	-0.1&-0.2	-6&11	-8&0	4&2	1&3	4&-1	4&2	3
CC(=O)c1cccc(NC(=S)NC(=O)c2ccccc2Cl)c1	0.6	/	3	-7	/	4	1	-3
COc1cccc(CNC(=O)c2nnn(CC(=O)Nc3ccc4c(c3)OCO4)c2N)c1	-0.6	-12	0	/	/	/	/	2
CCCNC(=O)Nc1ccc2c(c1)C(=O)N(C)C[C@H](OC)[C@@H](C)CN[C@@H](C)CO2	0.6	-6	4	2	3	-1	0	/
CC(=O)c1ccc(N2CCN(C(=O)CCS(=O)(=O)c3ccc(C)cc3)CC2)cc1	/	/	-10	0	/	3	6	-10
CN(CC(=O)NCc1ccccc1)S(=O)(=O)c1ccc2c(c1)CCC(=O)N2	/	-9	10	0	4	3	2	2
CNC(=O)CSc1nnc(SCCC(=O)O)s1	/	/	8	/	/	-6	9	2
Cc1cccn2c(=O)c(C=C(C#N)C#N)c(N3CCN(C)CC3)nc12	/	-3	4	4	4	3	5	-5
O=C(Nc1ccc(Cl)c([N+](=O)[O-])c1)c1ccc2c(c1)OCCO2	1.8	-15	-8	-10	-5	-4	-4	-6
COc1ccc(-c2csc(/N=C/N(C)C)n2)cc1OC	-0.4	-3	-4	/	-5	/	/	/
C=CCN1C(c2ccc(Br)cc2)=CS/C1=C(\C#N)c1nnc(N2CCOCC2)n1-c1ccccc1	-0.2	-28	-4	/	3	/	/	6
O=C(NCCN1CCCC1)C1CCC(=O)N(CCCN2CCOCC2)C1 (stereo not drawn)	0.2	1	/	-2	-1	-10	-8	/
O=S(=O)(N/N=C/c1cn(Cc2ccccc2)c2ccccc12)c1ccccc1	/	/	1	-1	/	3	-10	17
C[C@H]1CN([C@@H](C)CO)C(=O)c2cc(NS(=O)(=O)c3ccc(F)cc3)ccc2O[C@@H]1CN(C)C	0.0	2	4	3	-3	-5	-3	2[16.7 µM]
Cc1cc(C)c(C(=O)Nc2ccc(C)c(C)c2)c(CC(C)(C)C(=O)O)c1	5.1	-1	6	/	5	/	/	-2
CC(C)CCNC(=O)c1cn(C)c2ccc(S(=O)(=O)N3CCCC3)cc2c1=O	37*	-10	7	2	-2	6	-6	/
Nc1nc(SCC(=O)NCCCN2CCOCC2)nc2sc3c(c12)CCC3	/	0	/	0	-4	9	2	-5
O=C(COc1ccccc1C(=O)O)NC1CCCc2ccccc21 (stereo not drawn)	0.9	-1	0	/	0	/	/	/
Cc1ccc(-c2cc3c(n2-c2ccc(C(=O)O)cc2)CCCC3=O)cc1	-0.4	/	5	-2	/	7	0	10
COc1ccc(CCN(C)CCC(=O)Nc2cc(C)ccc2C)cc1OC	/	/	37	-2	/	-1	5	-1
CC(C)Oc1cccc(C(=O)C2CCCN(C(=O)c3csnn3)C2)c1 (stereo not drawn)	/	-15	4	/	-1	/	/	6
CC(C)c1ccc(-n2ccnc2SCC(=O)O)cc1	1.3	-11	6	1	2	4	-1	-4
CCCN1CCC2(CC1)NC(C(=O)O)Cc1c2[nH]c2ccccc12 (stereo not drawn)	/	/	26	6	/	-3	1	-6
O=C(COc1cccc(C(F)(F)F)c1)N1CCN(c2ccccc2O)CC1	/	-25	17	/	1	/	/	-3
O=C(CN1CCCCC1)Nc1nc(-c2ccc(Cl)cc2)cs1	-0.1	0	7	10	1	-8	-2	2
CCOC(=O)[C@H]1[C@H]2COc3ccc(Cl)cc3[C@@H]2N2C(=O)CN(Cc3ccc(C)cc3)C(=O)[C@@]12C	-0.1	-36	/	7	-2	-14	-2	-4
CCN(C(=O)c1ccc(Br)o1)C1CCS(=O)(=O)C1 (stereo not drawn)	19	-3	/	-2	-1	0	1	-2
OC(COC(c1ccccc1)c1ccccc1)CN1CCN(c2ccccn2)CC1 (stereo not drawn)	0.2	-21	3	5	-6	5	/	3
COc1ccc(S(=O)(=O)NCC2CCC(C(=O)NCc3cccnc3)CC2)cc1 (stereo not drawn)	-0.1	-2	8	/	3	/	/	/
Cc1ccc(-c2nc3ccccc3s2)cc1NC(=O)c1ccc2c(c1)OCO2	/	/	-4	-1	/	1	-4	0
Cc1cccc(NC(=O)CSc2nnc(C3CC3)n2CC2CCCO2)c1 (stereo not drawn)	/	-19	/	-2	-1	-10	-1	-4
COc1ccc2oc(=O)c(C(=O)Oc3ccc(NC(C)=O)cc3)cc2c1	/	-3	-6	/	-2	/	/	8
C[C@@H]1CCCCCCCCCCC1=O	/	-5	-5	0	0	-19	1	-13
N=c1oc2cc(O)ccc2cc1C(=O)Nc1ccc(Cl)cc1	-0.1	-17	/	-3	-20	-2	-4	-10
CCOC(=O)C1CCN(C(=O)c2ccc3c(c2)OCO3)CC1	/	/	-25	6	/	-7	-1	-2
Cc1ccc(S(=O)(=O)N2CC[C@H]3[C@H](CO)Nc4ccc(-c5ccc(C#N)cc5)cc4[C@H]32)cc1	-0.2	2	-6	/	-4	/	/	/
COc1ccccc1NC(=O)N1CCCCN2[C@H](C1)[C@@H](c1ccc(-c3ccccc3)cc1)[C@@H]2CO	/	40	-4	3	-4	-3	0	5[16.7 µM]
CCN(CC(=O)Nc1c(F)cccc1F)C(=O)c1cccc(S(=O)(=O)NCc2ccccc2)c1	0.6	-7	/	2	0	-10	-5	15
COc1ccc(C(=O)NCc2nnc(SCC(=O)Nc3nnc(C)s3)o2)cc1	/	-18	-2	2	8	-5	5	-8
CCN(CC)C(=O)COc1cccc2ccccc12	/	/	/	-4	/	0	3	6
CN(C)CC1(C)Cc2ccsc2C1O (stereo not drawn)	1.7	11	9	6	-1	-13	3	-5
CC1OC(=O)c2cc3ccccc3nc21 (stereo not drawn)	0.4	-12	5	-1	0	-7	0	6
COc1ccc(-n2c(SCC(=O)Nc3cc(C)on3)nc3ccc(O)cc3c2=O)cc1OC	/	/	-2	2	/	0	0	-4
O=c1ccc(/C=C/c2ccccc2)nn1Cc1ccccc1Cl	/	/	-3	0	/	1	-4	-2
CN1C(=O)c2cc(NC(=O)C3CCCCC3)ccc2OC[C@H]2O[C@H](CC(=O)NCc3ccccc3F)CC[C@H]21	0.0	8	0	53	1	-3	3	0[16.7 µM]
O=C(Nc1nccs1)c1ccc(-c2ccc(Cl)cc2Cl)o1	0.5	-18	/	2	-6	-4	2	23
CN1C(=O)c2cc(NC(=O)c3cscn3)ccc2OC[C@H]2O[C@H](CC(=O)NCc3ccc(Cl)c(Cl)c3)CC[C@@H]21	0.3	10	-9	0	-4	-6	-3	-27[16.7 µM]
COc1cc(OCC(N)=O)cc(OC)c1OC	-0.2	-7	-13	2	1	-2	1	-6
O=[N+]([O-])c1ccc(C2CCCC/C2=N/O)c([N+](=O)[O-])c1 (stereo not drawn)	/	-9	8	0	-5	-9	3	-1
C[C@@H]1CN([C@@H](C)CO)C(=O)CCCn2nncc2CO[C@H]1CN(C)C(=O)c1ccncc1	0.1&0.2	-3&9&-5	6&3&1	-2&-2&6	-1&2&2	1&-13&-6	-2&-4&0	-1
CCCCNC(=O)C1(C)CCCCN1C(=O)c1c(C)noc1C (stereo not drawn)	-0.2	-7	2	-1	-5	5	1	0

Part of the list above with just RAD54 inh, ERAP1 inh and Cneo AK release:
mol	RAD54 inh	ERAP1 inh	Cneo AK release
CC1OC(=O)c2cc3ccccc3nc21 (stereo not drawn)	-7	0	-1
CCN(CC)C(=O)COc1cccc2ccccc12	0	/	-4
CN(C)CC1(C)Cc2ccsc2C1O (stereo not drawn)	-13	-1	6
O=c1ccc(/C=C/c2ccccc2)nn1Cc1ccccc1Cl	1	/	0

Next compounds follow.
SMILES	E-selectin induc	RAD52 anneal inh	PGC1a acetyl inh	Cneo AK release	ERAP1 inh	RAD54 inh	PglD DTNB	miR-122 sensor
Cc1ccc2c(c1)N(CCC(=O)NCC1COc3ccccc3O1)C(=O)CO2 (stereo not drawn)	/	/	/	1	/	-8	-1	-10
CN(C)CC#Cc1ccc([C@@H]2[C@H](CO)N3CCCCN(C(=O)C4CC4)C[C@@H]23)cc1	/	5	-1	44	4	-2	5	-25[16.7 µM]
COC(=O)c1ccc2c(=O)n(CCN3CCOCC3)c(SCC(=O)Nc3ccccc3OC)nc2c1	0.1	-9	-8	-1	-2	-24	/	-6
COc1ccc(C(=O)Nc2ccnn2C2CCN(C(=O)c3cnsn3)CC2)cc1	-0.3	-7	-3	-1	-2	0	0	-3
Cc1ccc(C2C(C#N)=C(N)N(c3ncn[nH]3)C3=C2C(=O)CC(C)(C)C3)cc1 (stereo not drawn)	/	/	3	6	/	0	-3	0
Cc1cccc(OCC(=O)NCCCNC(=O)c2ccccn2)c1	0.0	14	/	-1	-4	-1	-3	/
COc1ccc(NC(=O)CN(C)C(=O)CCNC(=O)c2ccccc2OC)cc1	4.1	-4	-95	-3	3	-4	1	/
CCC(C)Sc1nc2c(c(=O)[nH]c(=O)n2C)n1CC(O)COc1cccc2ccccc12 (stereo not drawn)	/	/	9	-1	/	8	8	4
C=C1CCN([C@@H](CC(C)C)C(=O)N2CCCC2)S(=O)(=O)c2ccccc21	-0.1	-12	3	-3	0	8	6	-5
CCC1SC(=NC(=O)c2ccc(Cl)c(Cl)c2)NC1=O (stereo not drawn)	/	/	-6	1	/	-21	4	-3
Cc1csc(N2CCc3ccccc32)n1	/	/	-2	6	/	-3	-1	0
Cc1ccccc1N(C(=O)c1snc(C(N)=O)c1N)C(C)C(=O)NC1CCCCC1 (stereo not drawn)	/	-6	/	0	-8	-18	4	/
CCOC(=O)c1sc(NC(=O)c2cccc(S(=O)(=O)N(CC)CC)c2)cc1C	/	/	-2	0	/	2	-7	33
Cc1cc(Nc2cccc(F)c2)nc(N2CCOCC2)n1	/	1	8	-7	/	9	7	11
COc1ccccc1C1CCN(Cc2ccccc2)CC1	-0.1	-3	4	-1	1	6	0	4
